Yfh1-off respiration: mitochondrial function rescue without frataxin homolog – Friedreich's ataxia, plus single-dose screen, dose response (AID 1465). S. cerevisiae Yfh1-off respiration, WST-1 reduction, 72 h; higher fold induction means a stronger effect. fold induction at 50 µM; hits with a dose series show EC50 in µM. 220,000 tested, 0.074% active;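 active = fold induction of absorbance versus untreated yeast above a set limit, then at least 30% activation at any dose in follow-up; inconclusive = repeats straddling the limit, or above it without dose testing; inactive = fold induction below the set limit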;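 note: activators that raise dye reduction in frataxin-depleted yeast; strong numbers were not always called active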
KOR beta-arrestin-1: kappa opioid receptor activators – cell-based, luminescence, uHTS, primary screen (AID 1777); KOR beta-arrestin recruitment, luminescence; higher % means a stronger effect; activation, % at 10 µM, or EC50 in µM where a hit was titrated; 280,000 tested, 0.02% active; in the data active = activation above about 50%, passing the limit was not always enough; note: a part of the inactive calls stands beside numbers as strong as those of hits
NTR1 ag: agonists of NTR1, primary screen, imaging, U2OS cells, beta-arrestin-GFP, high content (AID 493036); P30989; NTR1-U2OS beta-arrestin-GFP spot imaging, agonist mode; activation, % at 20 µM; 330,000 tested, 0.17% active;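 active = activation at or above 40% of the spot to cytoplasm intensity ratio, with at least 20 cells analyzed; inconclusive = wells under 20 cells, flagged as cytotoxic or low count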;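 note: 0% = DMSO without peptide and 100% = 100 nM NTR1 peptide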
Target sequence (P30989 whole entry, looked up): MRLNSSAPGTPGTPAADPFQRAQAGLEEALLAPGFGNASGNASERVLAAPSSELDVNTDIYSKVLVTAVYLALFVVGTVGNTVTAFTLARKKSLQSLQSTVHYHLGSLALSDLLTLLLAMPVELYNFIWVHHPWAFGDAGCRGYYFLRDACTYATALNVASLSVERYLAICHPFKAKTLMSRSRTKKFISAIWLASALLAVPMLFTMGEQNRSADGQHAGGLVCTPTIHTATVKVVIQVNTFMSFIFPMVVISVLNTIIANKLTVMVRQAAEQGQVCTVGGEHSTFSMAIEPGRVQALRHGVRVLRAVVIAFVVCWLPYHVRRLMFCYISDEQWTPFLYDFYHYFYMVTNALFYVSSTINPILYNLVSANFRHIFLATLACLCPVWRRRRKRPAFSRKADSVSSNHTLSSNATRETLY
GPR55 beta-arrestin: GPR55 agonists via beta-arrestin recruitment, primary screen, imaging, U2OS cells, beta-arrestin-GFP redistribution (AID 1961) | U2OS GPR55 beta-arrestin-GFP redistribution imaging; higher % means a stronger effect | 290,000 tested, 0.048% active | one-dose activation, % at 10 µM; EC50 in µM for titrated hits;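 active = activation above 40% with more than 50 cells counted in the well; inconclusive = wells holding fewer than 50 cells, flagged as toxic or sparse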;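 note: U2OS osteosarcoma cells stably expressing GPR55 and beta-arrestin-GFP; plate controls were DMSO negative control for no effect and LPI positive control for full effect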
NOD1 NF-kB reporter: inhibition of NOD1-driven NF-kB reporter – cell-based, luminescence, uHTS, primary screen (AID 1578). NOD1-driven NF-kB luciferase reporter cells, luminescence; higher % means a stronger effect. inhibition, % at 4 µM, or EC50 in µM where a hit was titrated. 290,000 tested, 1% active; in the data active = inhibition mostly above about 36%, no sharp cut-off; inactive = mostly below about 34%;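 note: HEK-293T reporter cells stimulated with the NOD1 agonist gamma-tri-DAP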
HEK293 NOD2/NF-kB: NOD2 signaling inhibitors, cell-based, luminescence, uHTS, HEK293 (AID 1566). HEK293 NOD2/NF-kB luciferase reporter, luminescence; higher % means a stronger effect. one-dose inhibition, % at 4 µM; EC50 in µM for titrated hits. 290,000 tested, 0.63% active; note: many of its hits are not listed in these tables
TNAP activation fold: human TNAP enzyme activators, primary screen, biochemical, luminescent, no phosphate acceptor, uHTS (AID 1001). 200,000 tested, 0.03% active. activation fold at 20 µM; hits with a dose series show EC50 in µM. purified TNAP, luminescent activation assay, no phosphate acceptor; higher activation fold means a stronger effect; in the data active = activation fold from about 3, or a potency from the dose series; inactive = the rest, 99 in 100 with activation fold below about 1.6; note: many of its hits are not listed in these tables
ER stress rescue: protection against thapsigargin-triggered cell killing – 384-well, CSM14.1, ATP luminescence, primary screen (AID 1222) | cellular ATP content (survival), % at 20 µM, or EC50 in µM where a hit was titrated | 190,000 tested, under 10 active | CSM14.1 thapsigargin-induced death rescue, ATP luminescence; higher % means a stronger effect;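 active = EC50 below 50 µM in the dose-response confirmation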;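 note: death triggered by thapsigargin at about 15 µM added after 2 h compound pretreatment; cell ATP read after overnight thapsigargin exposure of roughly 18 to 22 hours; normalized against plate controls of thapsigargin alone and 5% DMSO vehicle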
KOR beta-arrestin-2: KOR antagonists, beta-arrestin recruitment, cell-based, luminescence, uHTS (AID 1778); 290,000 tested, 0.091% active; KOR beta-arrestin recruitment, luminescence, antagonist mode; higher % means a stronger effect; one-dose inhibition, % at 10 µM; IC50 in µM for titrated hits; note: strong numbers were not always called active
NTR1 ag cell count 20 µM: recorded beside NTR1 ag, whose call it bears; cell count; measured here: cell count, cytotoxicity flag
* = called active by the depositor; i = inactive; ? = inconclusive; nt = not tested or not shown; [ ] = remark or other dose. Cut-off read from the data, not from the text of the source, unless noted: active = inhibition above about 50%; inactive = the rest.

SMILES	Yfh1-off respiration	KOR beta-arrestin-1	NTR1 ag	NTR1 ag cell count 20 µM	GPR55 beta-arrestin	NOD1 NF-kB reporter	HEK293 NOD2/NF-kB	TNAP activation fold	ER stress rescue	KOR beta-arrestin-2
CSc1nc(-c2ccc(Cl)cc2)nn1S(=O)(=O)c1ccc(Cl)cc1	i	-2.5%	8.5	64	0.3%	-39.8%	11.2%	1	-2.1%	-24.6%
CCN(CC)S(=O)(=O)c1cc(NC(=O)Cn2ncc(Cl)c(Cl)c2=O)ccc1C	i	-5.6%	-0.5	28	2.0%	62.3%*	28.3%	nt	nt	43.7%
Cc1ccc(C)c(NC(=O)CCc2nnc3ccc(N4CCCC4)nn23)c1	nt	-1.3%	1.0	56	-0.2%	-24.9%	8.6%	nt	nt	-6.1%
CSc1ccc(CNC(=O)c2c(C)noc2C)s1	i	-1.9%	-1.3	54	0.0%	-8.2%	2.7%	nt	nt	-4.1%
c1csc(CN2CCOCC2)c1	i	1.9%	-1.2	46	0.1%	-27.4%	-5.1%	1.1	-3.7%	-22.0%
O=C(Nc1ncc2c(n1)-c1ccccc1OC2)c1ccc(Cl)cc1	i	2.8%	3.3	97	-0.1%	2.6%	-1.1%	1	0.0%	-37.6%
COc1cc(CNCc2ccccn2)ccc1OCc1ccc(Cl)cc1Cl	i	-0.8%	-1.0	20	0.2%	65.0%	19.9%	1.4	-1.7%	-15.7%
COc1cccc(/C=C/C(=O)c2ccc3c(c2)OCCO3)c1OC	nt	8.4%	1.7	66	0.0%	-38.9%	-50.0%	nt	nt	-12.0%[20 µM]
COc1cccc(-n2c(Cc3cc(=O)[nH]c(=O)[nH]3)nnc2SCC(=O)N2CCC(C)CC2)c1	nt	-3.9%	-0.4	81	-0.4%	-17.6%	1.3%	1.1	-1.9%	25.1%
COc1ccc(NS(=O)(=O)c2ccc3c(c2)[C@H]2C=CC[C@H]2[C@@H](c2ccc(C(=O)O)cc2)N3)cc1	nt	0.1%	1.4	47	-0.1%	-18.9%	-12.9%	nt	nt	9.5%
Cc1cccc(C(=O)OC(C)CN2CCOCC2)c1 (stereo not drawn)	i	0.3%	0.1	74	-0.3%	-22.5%	15.3%	1	nt	19.6%
Cc1cc(C(=O)CN2C(=O)NC3(CCC(C)CC3)C2=O)c(C)n1C (stereo not drawn)	i	-4.3%	-0.9	65	0.2%	-26.2%	-0.5%	1.1	3.8%	-30.0%
O=C(Nc1cccc(Cl)c1)c1cc(S(=O)(=O)N2CCOCC2)cs1	nt	-2.3%	1.5	55	-0.1%	1.6%	16.9%	nt	nt	8.3%
Cc1cc(C)cc(N(CC(=O)NC2CCCCC2)C(=O)c2ccc(C)s2)c1	i	2.2%	4.6	36	-0.1%	-1.7%	6.4%	1.1	-0.6%	-16.1%
CCOC(=O)c1[nH]c2ccccc2c1NC(=O)C1CCCCC1	i	3.3%	2.1	44	-0.1%	7.6%	-1.8%	1.1	-4.5%	-8.9%
Cn1c(N)c(Sc2ccccc2[N+](=O)[O-])c(=O)n(C)c1=O	nt	-1.8%	-0.3	51	0.3%	2.0%	4.8%	nt	nt	-0.1%
CCOC(=O)c1c(-c2ccc(OC)cc2)csc1NC(=O)COc1ccc2c(C)cc(=O)oc2c1	i	3.6%	-0.5	48	-0.1%	16.6%	9.1%	1	1.5%	-31.7%
O=C(NCC(=O)N1CCOCC1)c1ccccc1	nt	-2.8%	-0.5	39	0.5%	-27.6%	-16.4%	nt	nt	8.9%
O=C1CC(c2ccco2)CC(O)=C1C=NCCN1CCN(C2CC(=O)N(c3ccccc3)C2=O)CC1 (stereo not drawn)	i	-3.2%	nt	nt	-0.1%	7.2%	13.8%	1	0.2%	6.4%
Cc1ccccc1NC(=S)N(C)Cc1cccs1	i	-2.6%	0.1	65	-0.1%	0.8%	14.2%	1.1	-1.0%	18.5%
COc1ccccc1Nc1nn2c(=O)c3ccc(C(=O)N4CCCC(C)C4)cc3nc2s1 (stereo not drawn)	nt	-7.0%	10.0	42	1.2%	-16.2%	29.4%	nt	nt	10.2%
COc1ccccc1-n1cc(C(=O)NCC(=O)N2CCN(Cc3ccccc3)CC2)c2ccccc2c1=O	i	-2.3%	0.0	48	0.0%	-17.6%	20.7%	1.2	2.6%	-2.0%
COc1ccc(Cn2nnc3c(=O)[nH]c(C4CCCN(C(=O)c5ccccc5)C4)nc32)cc1 (stereo not drawn)	i	-1.7%	-1.2	85	0.7%	-24.6%	2.9%	1.1	1.8%	14.9%
COc1ccccc1NC(=O)/C(C#N)=C/c1cc([N+](=O)[O-])ccc1N1CCCC1	i	3.7%	5.2	47	-0.1%	-37.1%	20.7%	0.9	2.8%	16.7%
CC(C)Oc1ccc(C(=O)Nc2nc3ccccc3[nH]2)cc1	nt	-3.3%	0.8	45	-0.3%	35.1%	-49.5%	nt	nt	-6.7%
CCCn1c(=O)c2ccccc2n2c(SCCOc3ccc(C)cc3)nnc12	i	-10.7%	-0.5	47	-0.5%	-27.5%	5.4%	1	-0.4%	-81.3%
CC1c2cc3c(cc2CCN1C(=O)c1cccc(Cl)c1)OCCCO3 (stereo not drawn)	nt	-3.6%	1.4	52	-0.1%	6.1%	9.0%	nt	nt	-22.8%
Nc1nnc(SC2CCCC2)s1	i	2.7%	-1.3	70	0.3%	-3.2%	3.0%	1.1	-1.7%	-7.5%
CCOc1ccc(S(=O)(=O)NCc2ccc3c(c2)OCO3)cc1NC(C)=O	nt	4.5%	0.7	72	-0.1%	-14.0%	14.4%	nt	nt	-6.7%
O=C(/C=C/c1ccco1)NCc1ccco1	i	4.0%	-1.4	57	0.0%	-2.2%	12.0%	nt	nt	7.7%
Cc1cc(N2CCN(C)CC2)nc2ccc(NC(=S)N3CCN(c4ccc(Cl)cc4)CC3)cc12	i	-2.9%	1.0	63	?	-13.3%	2.0%	1.1	-0.5%	-5.0%
O=C(CN1CCN(c2ccccc2O)CC1)NC(c1ccccc1)c1ccccc1	i	0.1%	2.9	50	1.1%	-29.0%	4.1%	1	0.7%	26.6%
O=C(CCc1ccccc1)NC(=S)NCc1ccco1	i	-5.3%	0.3	59	-0.1%	-9.6%	-17.4%	1	-1.1%	-0.5%[20 µM]
O=[N+]([O-])c1ccc(N/N=C/c2cn(Cc3ccc(F)cc3)c3ccccc23)nc1	i	-5.0%	nt	nt	0.3%	-8.5%	-157.2%	0.7	-1.2%	4.4%
COc1ccc(C2CC(=O)NC(=O)C2)cc1	nt	11.4%	3.1	92	0.5%	6.4%	-5.2%	nt	nt	-19.4%
c1ccc(CCNc2nc3ccccc3s2)cc1	i	-1.4%	1.6	68	-0.1%	-69.2%	-33.7%	1.1	0.0%	-25.3%
CCN1C(=O)[C@H]2[C@@H](c3ccc(OC)cc3)N3C(=O)CN(CCOC)C(=O)[C@@]3(Cc3ccccc3)[C@H]2C1=O	nt	-2.1%	0.5	91	-0.2%	-10.8%	-0.6%	nt	nt	-36.3%[20 µM]
CC(N=c1ccccn1C(=O)Nc1ccc(Cl)cc1)c1ccco1 (stereo not drawn)	i	0.9%	0.1	60	0.0%	-21.1%	-27.4%	1.1	-2.8%	-41.2%
Cn1c(=O)oc2cc(S(=O)(=O)NCCN3CCCCCC3)ccc21	i	5.4%	-1.3	74	0.2%	-12.7%	-51.8%	1.1	-2.5%	8.7%
O=C(Cc1ccccc1)NCC(=O)N/N=C/c1ccc(Cl)cc1	i	-4.2%	0.2	39	0.2%	2.1%	18.8%	1	-0.4%	1.9%
COc1ccc(OC)c(NC(=O)Cn2c(CCC(=O)O)ccc2-c2ccccc2)c1	i	4.9%	-0.4	54	-0.2%	-21.1%	13.3%	1.1	1.4%	30.7%
CCOC(=O)c1c(NC(C)=O)sc2c(O)c(Br)ccc12	i	1.4%	0.1	81	0.3%	-8.6%	-5.2%	1.2	-1.4%	-26.7%
COC(=O)C1CSc2[nH]c(=O)sc2C1c1ccccc1 (stereo not drawn)	i	-2.7%	1.0	54	-0.4%	-1.7%	-4.4%	1.1	0.0%	7.4%
COc1ccc(C=O)cc1Oc1nc(Cl)ncc1F	i	nt	1.9	56	-0.1%	-39.3%	-14.7%	1	-0.9%	-5.8%[20 µM]
Cc1ccc(S(=O)(=O)CCN2CCN(c3ccccn3)CC2)cc1	i	1.3%	-1.0	42	0.3%	-1.2%	19.6%	nt	nt	9.0%
N#CCc1nc(CSc2nc3ccccc3s2)cs1	i	-3.3%	0.4	53	-0.3%	1.3%	-45.6%	1.3	-1.6%	-62.9%
Cc1cccc(CS(=O)(=O)Cc2ccc(C(=O)NC(C)c3ccccc3)o2)c1 (stereo not drawn)	nt	-0.3%	2.4	65	-0.1%	-18.4%	10.2%	nt	nt	-25.7%
CC1(C)CC(=O)C2=C(C1)N(CC1CCCO1)C(=O)C2(O)C(F)(F)F (stereo not drawn)	i	-7.1%	-2.3	86	-0.1%	5.7%	11.9%	1.2	-1.4%	-0.4%
O=C(Nc1ccc(F)cc1)NC1(C(=O)NCc2ccco2)CCCCC1	i	-4.4%	-0.3	84	0.1%	-6.7%	8.8%	1.1	-0.1%	-14.5%
CCOc1ccc(C2NC(=O)c3n[nH]c(C)c32)cc1 (stereo not drawn)	i	3.3%	-1.1	76	-0.2%	5.2%	0.2%	1.1	2.0%	35.7%
O=C(O)c1ccc(N2C(=O)CC(SC(=NCc3ccc4c(c3)OCO4)Nc3ccccc3)C2=O)cc1 (stereo not drawn)	i	9.2%	1.4	67	-0.1%	-7.3%	20.3%	nt	nt	-8.8%
CCOC(=O)CNC(=O)N1CCCC(C(=O)c2cccc(Cl)c2)C1 (stereo not drawn)	i	nt	-2.0	88	-0.1%	-9.1%	13.7%	1.1	0.3%	-35.2%[20 µM]
CCN1CCCC1CNC(=O)c1ccc2c(c1)N(Cc1cccc(Cl)c1)C(=O)c1ccccc1S2(=O)=O (stereo not drawn)	nt	2.7%	2.5	66	0.0%	-12.4%	-6.7%	nt	nt	-31.3%

Some of the compounds tested; rates above refer to the full screens.
